# Dengue-2 NS5 capping: Dengue-2 NS5 methyltransferase inhibitors, primary screen, biochemical, confirmation dose response (AID 588689); Dengue-2 NS5 methyltransferase capping enzyme assay, biochemical; higher % means a stronger effect; one-dose inhibition, % at 25 µM; IC50 in µM for titrated hits; 0.3% of 340,000 active; in the data active = a potency from the dose series; inconclusive = inhibition above about 29% without an active follow-up result
# RSV CPE inhibition: RSV antiviral activity via CPE protection, HEp-2 cells, primary 10 µM value included (AID 2391); CPE inhibition, % at 10 µM, or IC50 in µM where a hit was titrated; 0.13% of 310,000 active; HEp-2 cells, RSV-induced CPE inhibition; higher % means a stronger effect; in the data active = a potency from the dose series; inconclusive = CPE inhibition mostly from about 23% at the one dose, without a potency; inactive = the rest, 99 in 100 with CPE inhibition below about 21%; also: strong numbers were not always called active
# CSM14.1 death rescue: rescue of cells from ER stress-induced death, primary screen, 384-well, CSM14.1, thapsigargin, ATP luminescence (AID 1222); CSM14.1 thapsigargin-induced death rescue, ATP luminescence; higher % means a stronger effect; cellular ATP content (survival), % at 20 µM, or EC50 in µM where a hit was titrated; 190,000 tested, under 10 active;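 active = EC50 below 50 µM in the dose-response confirmation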;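 also: death triggered by thapsigargin at about 15 µM added after 2 h compound pretreatment; cell ATP read after overnight thapsigargin exposure of roughly 18 to 22 hours; normalized against plate controls of thapsigargin alone and 5% DMSO vehicle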
# Yfh1-depleted yeast: enhancers of respiration in Yfh1-depleted yeast, dose response, Friedreich's ataxia, plus single-dose screen (AID 1465); fold induction at 50 µM; hits with a dose series show EC50 in µM; S. cerevisiae Yfh1-off respiration, WST-1 reduction, 72 h; higher fold induction means a stronger effect; 0.074% of 220,000 active;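 active = fold induction of absorbance versus untreated yeast above a set limit, then at least 30% activation at any dose in follow-up; inconclusive = repeats straddling the limit, or above it without dose testing; inactive = fold induction below the set limit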;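 also: activators that raise dye reduction in frataxin-depleted yeast; strong numbers were not always called active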
# West Nile virus CPE: West Nile virus antiviral activity, cell-based, CPE readout (AID 1621). CPE inhibition, % at 10 µM, or IC50 in µM where a hit was titrated. 0.02% of 290,000 active. West Nile virus-infected cells, CPE inhibition; higher % means a stronger effect; in the data active = a potency from the dose series; inconclusive = CPE inhibition mostly from about 3.7% at the one dose, without a potency; inactive = the rest, 99 in 100 with CPE inhibition below about 2.2%; also: strong numbers were not always called active
# Large T inhibition: SV40 large T antigen inhibitors, biochemical (AID 1903); SV40 large T antigen ATPase/helicase inhibition assay; higher % means a stronger effect; one-dose inhibition, % at 20 µM; IC50 in µM for titrated hits; 0.39% of 310,000 active; in the data active = a potency from the dose series; inconclusive = inhibition mostly from about 32% at the one dose, without a potency; inactive = the rest, 99 in 100 with inhibition below about 32%; also: strong numbers were not always called active
# WT yeast gro inh: growth inhibition of WT yeast, mitochondrial fusion screen | mitochondrial fusion phenotypic screen, WT strain | inhibition, % at 10 µM | AID 1362 | 2.1% of 190,000 active; in the data active = inhibition above about 58%; tested in S. cerevisiae
# XIAP displacement: small molecules displacing peptide from XIAP – biochemical, IAP family, fluorescence polarization (AID 1018). 0.007% of 200,000 active. displacement, % at 20 µM; hits with a dose series show IC50 in µM. XIAP BIR domain, fluorescence polarization peptide displacement; higher % means a stronger effect; in the data active = displacement above about 50%; also: a part of the inactive calls stands beside numbers as strong as those of hits
# UTI89 phage lysis: protection from phage-mediated lysis, alamar blue read-out – E. coli UTI89, K1F phage, bacterial capsule biogenesis inhibitors (AID 488966); E. coli UTI89 K1F phage lysis, alamar blue, 2 h; higher % means a stronger effect; one-dose inhibition, % at 100 µM; IC50 in µM for titrated hits; 0.02% of 340,000 active;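 active = phage lysis inhibition, versus mean bacterial control, above a set limit; inconclusive = no clear call, values can overlap the other calls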;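 also: capsule biogenesis inhibitors block K1F phage lysis so surviving cells raise fluorescence; higher fluorescence means more inhibition of phage lysis; actives were called in the ten point dose series up to 300 µM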
# WT yeast gro inh mutant strain: also measured in WT yeast gro inh; calls as there; inhibition, %; mitochondrial fusion phenotypic screen, mutant strain inhibition
# Dengue-2 NS5 capping pilot replicate: recorded beside Dengue-2 NS5 capping, whose call it bears; inhibition, %; measured here: pilot screen replicate inhibition
# * = called active by the depositor; i = inactive; ? = inconclusive; . = no result given; [ ] = remark or other dose.
# Sample of the layout:
SMILES,Dengue-2 NS5 capping,RSV CPE inhibition,CSM14.1 death rescue,Yfh1-depleted yeast,West Nile virus CPE,Large T inhibition,WT yeast gro inh,WT yeast gro inh mutant strain,XIAP displacement,UTI89 phage lysis,others
CSCCC(NC(=O)c1ccc(C)o1)C(=O)O (stereo not drawn),-3.4%,1.5%,-0.1%,i,0.1%,8.5%,25.5,6.2,-4.8%,0.4%,
CSc1nc(Cl)cc(Nc2ccccc2N)n1,9.0%,6.4%,0.9%,i,-0.6%,22.0%,-2.1,-10.8,-7.7%,1.4%,
Nc1c(C(O)(C(F)(F)F)C(F)(F)F)cc(C(O)(C(F)(F)F)C(F)(F)F)c2ccccc12,-7.9%,1.9%,-1.3%,i,0.4%,5.6%,32.6,-17.6,-2.7%,0.4%,

# Results (from the top)
SMILES,Dengue-2 NS5 capping,RSV CPE inhibition,CSM14.1 death rescue,Yfh1-depleted yeast,West Nile virus CPE,Large T inhibition,WT yeast gro inh,WT yeast gro inh mutant strain,XIAP displacement,UTI89 phage lysis,others
CSCCC(NC(=O)c1ccc(C)o1)C(=O)O (stereo not drawn),-3.4%,1.5%,-0.1%,i,0.1%,8.5%,25.5,6.2,-4.8%,0.4%,
CSc1nc(Cl)cc(Nc2ccccc2N)n1,9.0%,6.4%,0.9%,i,-0.6%,22.0%,-2.1,-10.8,-7.7%,1.4%,
Nc1c(C(O)(C(F)(F)F)C(F)(F)F)cc(C(O)(C(F)(F)F)C(F)(F)F)c2ccccc12,-7.9%,1.9%,-1.3%,i,0.4%,5.6%,32.6,-17.6,-2.7%,0.4%,
Cc1ccc(/C=N/OC(=O)c2nn(C)cc2Cl)cc1,-2.2%,-1.0%,-2.1%,i,0.2%,2.5%,3.6,-2.7,5.4%,8.9%,
Cc1ccc(NC(=O)CN(C)Cc2nc3ccccc3c(=O)[nH]2)c(Br)c1,-2.8%,4.8%,-3.7%,i,-0.2%,-3.4%,-19.6,-26.1,-4.4%,-0.1%,
Cc1c(/C=N/Nc2ccc([N+](=O)[O-])cn2)c2ccccc2n1Cc1ccccc1,5.0%,0.1%,.,i,-0.3%,10.0%,.,.,.,1.5%,
CCC(C(=O)OCC(=O)Nc1ccc(SC(F)F)cc1)c1ccccc1 (stereo not drawn),-7.1%,.,3.7%,i,-1.5%,14.3%,73.0*,10.3*,-3.4%,0.0%,
CNS(=O)(=O)c1cccc(C(=O)NCC(c2cccs2)N2CCOCC2)c1 (stereo not drawn),2.9%,-1.1%,.,.,.,11.8%,.,.,.,1.5%[50 µM],
CCOC(=O)C1=C(CC)Nc2ccccc2N=C1N,-4.6%,-0.8%,-2.1%,i,0.5%,6.8%,-42.2,-18.4,-6.8%,0.0%,
O=S(=O)(Nc1nnc(C2CCCCC2)s1)c1ccc(F)cc1,-5.3%,5.2%,.,.,-0.2%,-14.5%,.,.,.,0.8%,
Cc1cc(S(=O)(=O)N2CCN(c3ccccc3O)CC2)c(C)s1,-2.8%,1.8%,0.1%,i,-0.3%,1.9%,12.3,-1.0,-7.1%,6.3%,
NNC(=O)c1cc(-c2cccs2)nc2ccccc12,-8.0%,1.1%,.,i,-0.1%,7.4%,.,.,.,0.6%,
CC(C)(C)c1ccc(OCC(=O)NNC(=S)NC(=O)c2ccccc2[N+](=O)[O-])c(Br)c1,56µM*,1.0%,1.8%,i,-0.5%,24.2%,37.6,2.7,-2.1%,6.4%,
Cn1cc(CN2CCCC(C(=O)c3nccn3C)C2)c(-c2cccc(Cl)c2)n1 (stereo not drawn),-4.4%,0.6%,2.3%,i,-0.5%,8.9%,-4.7,5.3,-2.6%,-1.4%,
Cc1cc(C)cc(N(CC(=O)NCc2ccco2)C(=O)c2snc(C(N)=O)c2N)c1,0.0%,1.7%,1.3%,i,2.1%,22.6%,5.5,5.2,-0.9%,0.0%,
CC(=O)Nc1ccc(NC(=O)c2nccnc2C(=O)O)cn1,0.7%,1.3%,.,.,1.8%,2.2%,.,.,.,0.3%,
C=CCN(c1nc(C)cc(OC)n1)S(=O)(=O)c1ccc(C)cc1,-8.5%,4.0%,.,.,-1.8%,0.2%,.,.,.,-0.2%,
COc1cc(CN2CCCC(CO)(Cc3ccccc3C)C2)cc2c1OCO2 (stereo not drawn),1.6%,19.7%,-2.6%,i,-1.4%,-0.3%,5.7,-7.3,-8.5%,-0.1%,
CC(OC(=O)CCC(=O)c1cccs1)C(=O)Nc1ccccc1[N+](=O)[O-] (stereo not drawn),0.8%,0.1%,0.5%,i,-0.6%,-1.0%,-12.9,-23.9,-8.4%,-0.4%,
Cc1ccc(NC(=O)CSCC(=O)Nc2cccc3ncccc23)cc1,13.7%,-1.4%,.,.,.,20.5%,.,.,.,1.7%[50 µM],
O=S(=O)(c1cccc(-c2nnc(SCc3nc4ccccc4s3)o2)c1)N1CCOCC1,-1.5%,17.5%,6.7%,.,.,8.8%,15.3,92.5,-8.6%,3.6%,
COc1cccc(OC)c1C(=O)Nc1ccc(N2CCCCC2)cc1,0.0%,3.7%,5.2%,i,-0.5%,8.5%,2.5,3.3,-3.4%,-0.2%,
O=C(NCC(=O)N(c1ccc(F)cc1)C(C(=O)NC1CCCC1)c1ccncc1)c1ccco1 (stereo not drawn),-1.6%,0.3%,.,.,-0.1%,3.0%,.,.,.,0.7%,
Cc1cc(C)n(-c2nc(-c3cccc(Cl)c3)cs2)n1,-1.3%,11.5%,-2.6%,i,0.3%,-1.9%,-5.3,11.7,-1.8%,-0.4%[50 µM],
Cc1ccc2oc(C(=O)N3CCCCCC3)c(C)c2c1,3.4%,4.1%,.,.,0.8%,16.9%,.,.,.,0.0%,
COc1ccc(CNC(=O)c2ccc3ccccc3n2)cc1OC,-5.0%,0.1%,.,.,-0.5%,-36.3%,.,.,.,-0.1%,
CN(c1ccccc1)S(=O)(=O)c1ccc(C(=O)NCc2ccccn2)cc1,-6.7%,0.8%,-2.1%,i,-0.1%,7.4%,2.2,3.2,-7.1%,2.5%,
CCN(CC)C1CCN(Cc2c(C(=O)N3CCCCCCC3)nc3ccc(Cl)cn23)C1 (stereo not drawn),1.0%,1.8%,.,.,-0.6%,11.9%,.,.,.,-0.2%,
CCOc1c2ccc(C(=O)NC3CCCc4ccccc43)cc2nn1C (stereo not drawn),-3.3%,1.8%,-0.4%,i,-0.6%,17.1%,26.2,8.7,-8.3%,4.4%,
O=C1c2ccncc2C(=O)N1C1CCCCC1,-4.8%,2.9%,-0.5%,i,0.9%,6.6%,2.5,-9.4,-2.9%,0.3%,
C=C(C)c1cccc(C(C)(C)NC(=O)NCc2ccc(OC)cc2)c1,0.0%,2.0%,-1.0%,i,-0.9%,11.2%,-0.4,12.9,-2.2%,1.6%[50 µM],
O=C(C[n+]1ccn(-c2ccccc2)c1)c1ccc([N+](=O)[O-])cc1,2.4%,-1.0%,.,.,-0.3%,8.1%,.,.,.,0.7%,
Cc1ccccc1N(CC(=O)NC1CCCC1)C(=O)c1oc(C(C)(C)C)cc1C,-1.4%,0.4%,1.6%,i,1.1%,6.0%,5.2,4.8,-3.5%,-0.1%,
Cc1oc2cc(O)cc(C)c2c(=O)c1-c1cnn(-c2ccccc2)c1,-4.7%,48.4%,.,i,0.4%,0.4%,0.2,9.5,-1.9%,2.6%[50 µM],
O=C(NCCCN1CCOCC1)c1cccc(S(=O)(=O)N2CCN(c3ccccc3)CC2)c1,3.6%,-0.2%,.,.,.,12.8%,.,.,.,0.9%[50 µM],
CCc1ccc(NC(=O)CSCc2nc(N)nc(Nc3ccccc3CC)n2)cc1,-7.2%,2.9%,1.7%,i,-1.4%,8.0%,-6.3,-15.7,-5.6%,0.2%,
O=C(CCc1ccccc1)Nc1nc2ccc(S(=O)(=O)N3CCOCC3)cc2s1,-8.3%,1.1%,-1.3%,i,-0.3%,-14.9%,-22.6,-21.6,-1.9%,0.6%,
COc1cc(CNCCO)cc(Br)c1OCc1ccccc1Cl,1.6%,-0.8%,2.2%,.,.,6.1%,78.6*,19.1*,-3.6%,6.9%,
Cc1cccc(NC(=S)NCc2ccccc2Cl)c1C,2.0%,-0.2%,.,.,-0.8%,19.8%,.,.,.,0.3%,Dengue-2 NS5 capping pilot replicate=6.4
CCOC(=O)c1c(NC(=O)CSc2nnc(-c3ccccc3C)n2C)sc(C(C)=O)c1C,-6.5%,17.6%,1.3%,i,-0.5%,8.3%,-14.1,3.8,-13.0%,-0.2%,
COc1ccc(CNC(=O)CSc2nnc(NC(=O)C3CC3)s2)cc1,-10.8%,0.5%,.,.,-0.4%,0.4%,.,.,.,-0.1%,
CC(C)CNC(=O)C1CCN(S(=O)(=O)c2ccc(-n3cnnn3)cc2)CC1,4.8%,1.2%,.,.,-0.5%,2.7%,.,.,.,0.1%,
COC(=O)c1cnn(-c2cc(Oc3ccccc3)ncn2)c1N,0.5%,-1.1%,-2.2%,i,0.1%,4.2%,-12.2,4.3,-3.4%,0.5%,
COc1cc(NC(=O)C2CC(=O)NC3=C2C(=O)CCC3)c(OC)cc1Cl (stereo not drawn),2.5%,.,2.9%,i,0.6%,17.2%,45.0,-8.0,-3.7%,-1.1%,
CCCNC(=O)CS(=O)(=O)Cc1nc(-c2ccccc2C)oc1C,-1.4%,1.7%,.,i,-0.1%,2.1%,-18.3,-4.6,-4.9%,-0.4%,
CN(C)S(=O)(=O)c1cccc(C(=O)OCC(=O)NCc2ccccc2)c1,-3.5%,2.1%,-1.1%,i,0.1%,3.8%,10.1,12.1,0.7%,-0.1%,
O=C1c2cccc(OCC(=O)N3CCCc4ccccc43)c2CCN1Cc1ccc(F)cc1,-3.6%,?,-0.9%,i,-1.6%,8.8%,65.3*,29.7*,1.3%,1.8%,
CCCc1cc(=O)n2[nH]c(-c3ccc(C)cc3)cc2n1,0.7%,8.3%,1.2%,i,1.0%,-1.6%,-5.1,-11.2,-4.8%,0.3%,
CC(C)CNC(=O)C1CCN(c2ccc(S(=O)(=O)N3CCOCC3)cc2[N+](=O)[O-])CC1,0.3%,0.3%,.,i,-0.5%,2.2%,.,.,.,0.4%,
CCOC(=O)c1nn(-c2cccc(C)c2)c2nc(-c3ccccc3)c(C#N)c(=O)n12,-7.8%,-1.0%,0.8%,i,-0.6%,-4.2%,-2.0,-5.7,-4.5%,0.5%,
CN(C)CCN(C(=O)C1=COCCO1)c1nc2ccc(F)cc2s1,-5.9%,0.0%,.,.,0.0%,3.9%,.,.,.,2.8%[50 µM],
COC(=O)C1=C(NC(=O)c2cccc(OC)c2)CCS1,-10.6%,-0.8%,1.2%,i,0.4%,.,-8.4,1.0,-1.1%,0.9%,
Cc1cc(NC(=O)CSc2nc(N)c(NC(=O)c3ccccc3)c(=O)[nH]2)no1,3.7%,1.1%,-9.4%,i,2.1%,7.7%,-13.4,11.2,-14.0%,0.4%,
